CHT PAM = human CHT allosteric activation; Q9GZV3; CHT-expressing cells, membrane potential dye, choline EC20; hits give high values; LV-AA mutant CHT in HEK293 cells; B-score at 10 µM; hit rate 0.49% among 310,000;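 active = initial fluorescence not abnormally high and integrated response B-score, plate-corrected, over 3 SD above library mean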
Target sequence (Q9GZV3 whole entry, looked up): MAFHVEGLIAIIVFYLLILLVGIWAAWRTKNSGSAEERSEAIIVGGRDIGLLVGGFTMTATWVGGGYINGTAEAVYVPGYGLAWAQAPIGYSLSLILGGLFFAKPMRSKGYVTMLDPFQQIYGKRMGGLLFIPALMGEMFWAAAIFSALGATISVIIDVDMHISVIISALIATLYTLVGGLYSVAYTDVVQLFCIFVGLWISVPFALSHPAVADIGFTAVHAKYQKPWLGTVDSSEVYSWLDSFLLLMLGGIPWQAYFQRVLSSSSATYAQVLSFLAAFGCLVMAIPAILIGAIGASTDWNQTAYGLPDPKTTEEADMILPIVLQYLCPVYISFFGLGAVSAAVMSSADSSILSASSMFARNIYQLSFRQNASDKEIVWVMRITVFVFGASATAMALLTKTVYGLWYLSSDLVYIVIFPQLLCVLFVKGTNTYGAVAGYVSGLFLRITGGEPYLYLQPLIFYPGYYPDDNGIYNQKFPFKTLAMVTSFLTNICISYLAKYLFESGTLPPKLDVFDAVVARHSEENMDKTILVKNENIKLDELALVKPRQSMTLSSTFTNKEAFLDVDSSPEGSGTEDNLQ
OX1R antag-1 = human HCRTR1 antagonism; O43613; CHO/OX1R cells, Fluo-8 calcium fluorescence, orexin A; inhibition, % at 5 µM; hit rate 0.43% among 330,000; AID 434989;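 active = inhibition above its plate's threshold, mean inhibition of all tested compounds on the plate plus 3 SD, cut at about 37% in these data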;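 also: 0% = orexin A challenge wells and 100% = SB-334867-A antagonist wells; not every result past the cut was called active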
Target sequence (O43613 whole entry, looked up): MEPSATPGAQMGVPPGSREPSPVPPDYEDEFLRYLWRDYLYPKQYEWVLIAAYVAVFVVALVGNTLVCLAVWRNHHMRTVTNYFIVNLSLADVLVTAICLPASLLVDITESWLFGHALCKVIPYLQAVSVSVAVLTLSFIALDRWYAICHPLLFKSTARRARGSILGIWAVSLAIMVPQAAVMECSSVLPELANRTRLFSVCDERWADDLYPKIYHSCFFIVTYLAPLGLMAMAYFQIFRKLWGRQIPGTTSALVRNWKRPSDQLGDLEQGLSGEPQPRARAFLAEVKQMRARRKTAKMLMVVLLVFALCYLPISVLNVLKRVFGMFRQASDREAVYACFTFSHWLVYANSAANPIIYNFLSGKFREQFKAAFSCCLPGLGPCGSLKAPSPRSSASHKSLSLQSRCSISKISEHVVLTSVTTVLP
OX1R antag-2 = antagonists of human orexin 1 receptor (OX1R); AID 485270; hit rate 1.8% among 330,000; OX1R-expressing cells, FRET antagonist read-out; inhibition, % at 6.6 µM; in the data active = inhibition mostly above about 38%, no sharp cut-off; inactive = mostly below about 40%;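 also: 0% = agonist challenge alone and 100% = reference antagonist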
The depositor's hits bear a star. An unsorted share of the library (roughly 2.5% active in at least one column).

What do the screens show for `FC(F)(F)c1cc(Oc2ccc(Cl)cc2)nc(-c2ccccn2)n1`?
CHT PAM: inactive; OX1R antag-1: -16; OX1R antag-2: 10

How did CC(=O)n1cc(N(C(=O)CCl)c2ccccc2)c2ccccc21 do in these assays?
CHT PAM: inactive; OX1R antag-1: -9; OX1R antag-2: 5

Results for COc1cc(NC(=O)CC(C)S(=O)(=O)c2cc3c(cc2C)NC(=O)CO3)cc(OC)c1OC (stereo unspecified) ?
CHT PAM: inactive; OX1R antag-1: 5; OX1R antag-2: 12

What do the screens show for `O=C(Cn1cnc2c(oc3nc4c(cc32)CCCC4)c1=O)Nc1ccccc1`?
CHT PAM: inactive; OX1R antag-1: -22; OX1R antag-2: 18

How did CC(C)(C)c1[nH]nc2c1C(c1ccoc1)C(C#N)=C(N)O2 (stereo unspecified) do in these assays?
CHT PAM: inactive; OX1R antag-1: -5; OX1R antag-2: 15

What do the screens show for `Oc1ccc(Br)cc1-c1cc(-c2ccco2)[nH]n1`?
CHT PAM: inactive; OX1R antag-1: -3; OX1R antag-2: 26

How did Nc1nc(-c2ccco2)cs1 do in these assays?
CHT PAM: inactive; OX1R antag-1: 4; OX1R antag-2: 11

What do the screens show for `CCCCn1c(N)c(N(CCOC)C(=O)c2cc(-c3ccccc3Cl)nc3ccccc23)c(=O)[nH]c1=O`?
CHT PAM: inactive; OX1R antag-1: -22; OX1R antag-2: 19

What do the screens show for `O=C(NC(=S)Nc1ccc(Cl)cc1)c1ccccc1`?
CHT PAM: inactive; OX1R antag-1: -30; OX1R antag-2: -13

Results for COC(=O)NC1(C(F)(F)F)C(=O)NC(C)=C1C(=O)OC (stereo unspecified) ?
CHT PAM: inactive; OX1R antag-1: -3; OX1R antag-2: 15

How did COc1ccc(C2C(C#N)=C(C)NC3=C2C(=O)CC(C)(C)C3)cc1 (stereo unspecified) do in these assays?
CHT PAM: inactive; OX1R antag-1: -13; OX1R antag-2: 24

What do the screens show for `COc1ccc(-c2nn(C)c(=O)c3ccccc23)cc1CNC(=O)c1ccco1`?
CHT PAM: inactive; OX1R antag-1: -35; OX1R antag-2: 10

The closing three compounds of the part before open the next one.
Results for COC(=O)NC1(C(F)(F)F)C(=O)NC(C)=C1C(=O)OC (stereo unspecified) ?
CHT PAM: inactive; OX1R antag-1: -3; OX1R antag-2: 15

How did COc1ccc(C2C(C#N)=C(C)NC3=C2C(=O)CC(C)(C)C3)cc1 (stereo unspecified) do in these assays?
CHT PAM: inactive; OX1R antag-1: -13; OX1R antag-2: 24

What do the screens show for `COc1ccc(-c2nn(C)c(=O)c3ccccc23)cc1CNC(=O)c1ccco1`?
CHT PAM: inactive; OX1R antag-1: -35; OX1R antag-2: 10

Results for O=S1(=O)NC(c2ccccc2)CC(CC2CCCCC2)O1 (stereo unspecified) ?
CHT PAM: inactive; OX1R antag-1: -28; OX1R antag-2: 16

What do the screens show for `CC1CC(NC(=O)CCn2c(=O)oc3ccccc32)CC(C)(C)C1` (stereo unspecified)?
CHT PAM: inactive; OX1R antag-1: -25; OX1R antag-2: -1

Results for COC(=O)c1nn(-c2nc(-c3ccc(OC)c(OC)c3)cc(C(F)(F)F)n2)cc1[N+](=O)[O-] ?
CHT PAM: inactive; OX1R antag-1: -4; OX1R antag-2: -10

What do the screens show for `Cc1ccc(C2SCC(=O)N2Cc2cn3ccsc3n2)o1` (stereo unspecified)?
CHT PAM: inactive; OX1R antag-1: -12; OX1R antag-2: 15

What do the screens show for `Cc1ccc(S(=O)(=O)NCCN2CCOCC2)cc1C`?
CHT PAM: inactive; OX1R antag-1: -4; OX1R antag-2: 6

Results for CCOC(=O)c1cc(=O)n(Cc2ccccc2C)c2ccccc12 ?
CHT PAM: inactive; OX1R antag-1: -41; OX1R antag-2: 10

How did COc1ccc(OC)c(S(=O)(=O)N2CCC(C(=O)NCc3cccnc3)CC2)c1 do in these assays?
CHT PAM: inactive; OX1R antag-1: 12; OX1R antag-2: -5

How did COc1ccc(Nc2cc(C)c3ccc(O)cc3n2)cc1 do in these assays?
CHT PAM: inactive; OX1R antag-1: -10; OX1R antag-2: 33

Results for COc1ccc(NC(=O)N(C)C[C@H]2Oc3ccc(NC(=O)C4CC4)cc3C(=O)N([C@H](C)CO)C[C@@H]2C)cc1 ?
OX1R antag-1: -14; OX1R antag-2: 9

Results for Cn1cc([N+](=O)[O-])c(C(=O)Nc2nccs2)n1 ?
CHT PAM: inactive; OX1R antag-1: 4; OX1R antag-2: 44

What do the screens show for `CCCCOc1ccc(C(=O)OCC(=O)N2CCOCC2)cc1`?
CHT PAM: inactive; OX1R antag-1: -5; OX1R antag-2: 3

What do the screens show for `COC(=O)N/N=C/c1cn(Cc2ccc(F)cc2)c2ccccc12`?
CHT PAM: inactive; OX1R antag-1: -25; OX1R antag-2: 0

How did COC(=O)C1=C(C)C(c2cccs2)NC(=O)N1C (stereo unspecified) do in these assays?
CHT PAM: inactive; OX1R antag-1: 3; OX1R antag-2: 4

Results for CCC(CC)COC(=O)C1=C(C)NC(=O)NC1c1cccc([N+](=O)[O-])c1 (stereo unspecified) ?
CHT PAM: inactive; OX1R antag-1: -31; OX1R antag-2: 7

Results for Cc1c(N2C(=O)c3ccc(Br)cc3C2=O)c(=O)n(-c2ccccc2)n1C ?
CHT PAM: inactive; OX1R antag-1: -2; OX1R antag-2: 7

How did Cc1ccc(C)c(OCC(=O)O/N=C(\N)c2cccc([N+](=O)[O-])c2)c1 do in these assays?
CHT PAM: inactive; OX1R antag-1: -36; OX1R antag-2: 7

What do the screens show for `CSc1ncc(Sc2ccccc2)c(C(=O)O)n1`?
CHT PAM: inactive; OX1R antag-1: -2; OX1R antag-2: 5

Results for COC(=O)CC(NC(=O)c1ccc(C)cc1)c1ccccc1 (stereo unspecified) ?
CHT PAM: inactive; OX1R antag-1: 2; OX1R antag-2: 10

How did CN(C)c1nc(Oc2ccc(=O)[nH]n2)nc(N2CCCCC2)n1 do in these assays?
CHT PAM: inactive; OX1R antag-1: 4; OX1R antag-2: 14

What do the screens show for `Cc1ccc(S(=O)(=O)N(Cc2cc3ccccc3[nH]c2=O)CC2CCCO2)cc1` (stereo unspecified)?
CHT PAM: inactive; OX1R antag-1: -20; OX1R antag-2: 19

How did O=C(NCc1ccccc1)c1ccc2c(c1)OCCO2 do in these assays?
CHT PAM: inactive; OX1R antag-1: -21; OX1R antag-2: 17

What do the screens show for `Cc1csc(NC(=O)CSC2=NS(=O)(=O)c3cc(F)ccc3N2)n1`?
CHT PAM: inactive; OX1R antag-1: -11; OX1R antag-2: 10

What do the screens show for `CC(C(=O)Nc1ccccc1C(=O)N1CCOCC1)N(c1ccc(Cl)cc1)S(C)(=O)=O` (stereo unspecified)?
CHT PAM: inactive; OX1R antag-1: -31; OX1R antag-2: 10

How did NS(=O)(=O)c1cccc(NC(=O)COC(=O)CCSc2ccccc2)c1 do in these assays?
CHT PAM: inactive; OX1R antag-1: -10; OX1R antag-2: 12

What do the screens show for `COc1ccc(Cc2nc3ccc(C(=O)NCCc4ccncc4)cc3o2)cc1OC`?
CHT PAM: inactive; OX1R antag-1: -8; OX1R antag-2: 15

Results for COc1cc(NS(=O)(=O)c2ccc(NC(=S)NC(C)=O)cc2)nc(OC)n1 ?
CHT PAM: inactive; OX1R antag-1: -3; OX1R antag-2: 4

Results for Cc1oc2ccc(O)c(CN3CCOCC3)c2c1C(C)O (stereo unspecified) ?
CHT PAM: inactive; OX1R antag-1: -21; OX1R antag-2: 14

Results for COc1ccc(OC)c(NC(=O)Cn2nc(C)c3ccccc3c2=O)c1 ?
CHT PAM: inactive; OX1R antag-1: -6; OX1R antag-2: 17

What do the screens show for `COc1ccc(Cl)cc1NC(=O)C(C)N1CCN(c2ccccn2)CC1` (stereo unspecified)?
CHT PAM: inactive; OX1R antag-1: -35; OX1R antag-2: 14

How did CC(C)[C@H](NC(=O)c1ccc(Cl)c([N+](=O)[O-])c1)C(=O)O do in these assays?
CHT PAM: inactive; OX1R antag-1: -13; OX1R antag-2: 11

How did Cc1ccc2nc3c(c(C(=O)OCC(=O)NC4CCS(=O)(=O)C4)c2c1)CCCC3 (stereo unspecified) do in these assays?
CHT PAM: inactive; OX1R antag-1: 0; OX1R antag-2: 9

What do the screens show for `O=C(Nc1ccccc1C(=O)NC(Cc1ccccc1)C(=O)NC1CCCCCC1)c1ccccc1` (stereo unspecified)?
CHT PAM: inactive; OX1R antag-1: -34; OX1R antag-2: 25

What do the screens show for `COc1ccc(-c2c(-c3cc(OC)cc(OC)c3)n(C)c3ccc(-c4ccc(S(N)(=O)=O)cc4)cc23)cc1`?
OX1R antag-1: -3; OX1R antag-2: 5

Results for COc1cc2c(cc1OC)CN(C(=O)Cc1c(F)cccc1Cl)CC2 ?
CHT PAM: inactive; OX1R antag-1: -20; OX1R antag-2: 26

Results for Cc1ccc(S(=O)(=O)NC2=C(N3CCN(c4ccccc4F)CC3)C(=O)c3ccccc3C2=O)cc1 ?
CHT PAM: inactive; OX1R antag-1: -32; OX1R antag-2: 48

How did Cc1ccc(NC(=O)c2cncc(Br)c2)c([N+](=O)[O-])c1 do in these assays?
CHT PAM: inactive; OX1R antag-1: 9; OX1R antag-2: 23

Brought forward from above: four compounds; new compounds follow.
What do the screens show for `COc1ccc(-c2c(-c3cc(OC)cc(OC)c3)n(C)c3ccc(-c4ccc(S(N)(=O)=O)cc4)cc23)cc1`?
OX1R antag-1: -3; OX1R antag-2: 5

Results for COc1cc2c(cc1OC)CN(C(=O)Cc1c(F)cccc1Cl)CC2 ?
CHT PAM: inactive; OX1R antag-1: -20; OX1R antag-2: 26

Results for Cc1ccc(S(=O)(=O)NC2=C(N3CCN(c4ccccc4F)CC3)C(=O)c3ccccc3C2=O)cc1 ?
CHT PAM: inactive; OX1R antag-1: -32; OX1R antag-2: 48

How did Cc1ccc(NC(=O)c2cncc(Br)c2)c([N+](=O)[O-])c1 do in these assays?
CHT PAM: inactive; OX1R antag-1: 9; OX1R antag-2: 23

How did CCOC(=O)N1CCN(C(=O)c2ccc(S(=O)(=O)NCc3ccco3)cc2)CC1 do in these assays?
CHT PAM: inactive; OX1R antag-1: -21; OX1R antag-2: 0

How did O=C(NCCCN1CCOCC1)c1cn(-c2ccccc2)nc1-c1cccs1 do in these assays?
CHT PAM: inactive; OX1R antag-1: -22; OX1R antag-2: 3

Results for CCOC(=O)CN1C(=O)C2(OCCCO2)c2cc(Br)ccc21 ?
CHT PAM: inactive; OX1R antag-1: -17; OX1R antag-2: 22

How did COc1ccc(OC)c(N2Cc3cc(C)c(C)cc3C2)c1 do in these assays?
CHT PAM: inactive; OX1R antag-1: -9; OX1R antag-2: 9

What do the screens show for `Cc1c(C(=O)N2CCN(c3ccc(C(F)(F)F)cn3)CC2)oc2ccccc12`?
CHT PAM: inactive; OX1R antag-1: -35; OX1R antag-2: 22

What do the screens show for `c1ccc(N2CC3CCc4ccccc4C3=N2)cc1` (stereo unspecified)?
CHT PAM: inactive; OX1R antag-1: -27; OX1R antag-2: 11

Results for COc1ccc(Cn2c(-c3ccccc3C)nc3c(c(=O)c4ccccc4n3C)c2=O)cc1 ?
CHT PAM: inactive; OX1R antag-1: -8; OX1R antag-2: 11

Results for CC(NC(=O)C(=O)N/N=C/c1ccccc1)c1ccccc1 (stereo unspecified) ?
CHT PAM: inactive; OX1R antag-1: -16; OX1R antag-2: 4

What do the screens show for `Cc1occc1C(=O)N1CCN(C(c2ccccc2)c2ccccc2)CC1`?
CHT PAM: inactive; OX1R antag-1: -15; OX1R antag-2: 7

How did O=c1cc(-c2ccccc2)c2cc3c(cc2[nH]1)OCCO3 do in these assays?
CHT PAM: inactive; OX1R antag-1: -2; OX1R antag-2: 33

What do the screens show for `CC(=O)Nc1ccccc1NS(=O)(=O)c1cccc([N+](=O)[O-])c1`?
CHT PAM: inactive; OX1R antag-1: 9; OX1R antag-2: 44

Results for O=C(N[C@H]1CCC(=O)N([C@H](CSc2ccccc2)Cc2ccccc2)CC1)OCc1ccccc1 ?
CHT PAM: inactive; OX1R antag-1: -42; OX1R antag-2: 32

What do the screens show for `CCn1c(SC(C)C(=O)NC2CCCC2)nc2cc(S(N)(=O)=O)ccc21` (stereo unspecified)?
OX1R antag-1: -6; OX1R antag-2: -4

How did CCN(CC)C(=O)C(=O)Nc1ccc(F)c(Cl)c1 do in these assays?
CHT PAM: inactive; OX1R antag-1: 0; OX1R antag-2: 3

Results for CC(Oc1ccccc1F)C(=O)NNC(=O)c1cc2ccccc2o1 (stereo unspecified) ?
CHT PAM: inactive; OX1R antag-1: -23; OX1R antag-2: 19

What do the screens show for `Cc1nnc(SCC(=O)NCc2ccc(F)cc2)[nH]c1=O`?
CHT PAM: inactive; OX1R antag-1: -9; OX1R antag-2: 4

How did Cc1ccc(C(=O)N[C@H](C(=O)OCC(=O)Nc2cccc(S(N)(=O)=O)c2)C(C)C)cc1 do in these assays?
CHT PAM: inactive; OX1R antag-1: -15; OX1R antag-2: 12

What do the screens show for `Cc1ccc(SCc2cn3c(C)csc3n2)cc1`?
CHT PAM: inactive; OX1R antag-1: -30; OX1R antag-2: 29

How did CCN/C=C(\C#N)S(=O)(=O)c1ccc(Br)cc1 do in these assays?
CHT PAM: inactive; OX1R antag-1: -16; OX1R antag-2: 6

Results for COC(=O)C1=C(CSc2nc3ccccc3s2)NC(=O)NC1c1ccc(F)cc1 (stereo unspecified) ?
CHT PAM: inactive; OX1R antag-1: -125; OX1R antag-2: 21

How did NC(=O)c1ccc(-c2ncc(-c3ccccc3)o2)cc1 do in these assays?
CHT PAM: inactive; OX1R antag-1: -8; OX1R antag-2: 9

What do the screens show for `O=c1[nH]c(C2CCCN(S(=O)(=O)c3ccccc3)C2)nc2c1nnn2Cc1ccc(OC(F)(F)F)cc1` (stereo unspecified)?
CHT PAM: inactive; OX1R antag-1: -15; OX1R antag-2: 5

Screens from PubChem BioAssay.
